Screens as filed in PubChem BioAssay.
FXIIa inh mix = factor XIIa (human) inhibition, mixture screen; purified FXIIa, fluorogenic substrate, pooled mixtures; actives 0.2% (n = 62,000); P00748; inhibition, % at 5 µM;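 further: 0% = enzyme without compound and 100% = no enzyme blank; some results filed as inactive read as strong as hits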
Target sequence (P00748 20-372 limits assumed): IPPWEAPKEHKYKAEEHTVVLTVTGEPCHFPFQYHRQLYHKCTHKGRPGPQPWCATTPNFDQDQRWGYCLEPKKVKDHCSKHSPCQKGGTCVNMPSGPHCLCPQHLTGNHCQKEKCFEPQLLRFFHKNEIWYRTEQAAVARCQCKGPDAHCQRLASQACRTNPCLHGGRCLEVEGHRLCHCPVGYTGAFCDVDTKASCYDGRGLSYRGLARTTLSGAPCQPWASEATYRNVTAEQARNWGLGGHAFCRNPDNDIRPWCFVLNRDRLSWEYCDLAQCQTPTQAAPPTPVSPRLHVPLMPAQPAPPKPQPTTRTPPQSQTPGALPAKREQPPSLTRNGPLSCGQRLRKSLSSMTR
Target sequence (P00748 373-615 limits assumed): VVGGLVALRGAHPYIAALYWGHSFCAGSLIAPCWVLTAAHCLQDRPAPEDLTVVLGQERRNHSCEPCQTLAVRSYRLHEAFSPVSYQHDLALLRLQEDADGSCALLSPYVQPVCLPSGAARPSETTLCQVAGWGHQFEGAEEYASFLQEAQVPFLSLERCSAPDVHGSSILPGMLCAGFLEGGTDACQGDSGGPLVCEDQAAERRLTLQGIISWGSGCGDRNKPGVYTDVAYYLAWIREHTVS
AP ELISA ortho = alternative pathway complement inhibition, orthogonal assay; inhibition, % at 5 µM; AID 1235; Human serum alternative complement pathway, LPS-coated ELISA, C3 deposition; tested in compound mixtures; actives 0.08% (n = 62,000);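 active means inhibition above 30% in each of the two pooled mixtures holding the compound, so the lower value exceeds 30%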;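 further: 0% = serum in Mg-EGTA without compound and 100% = EDTA serum blank; some compounds past the cut are filed as inactive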
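Assay system: human serum alternative complement pathway, C3 deposition on LPS-coated wells; Dosing: 5 µM per compound in ten-compound mixtures; Detection: Anti-C3 ELISA, OD 450 nm; Buffer or medium: Mg2+-EGTA GVB++ buffer containing human serum at 1:15 dilution; Timing: 1 h at 37 °C; Replication: two different pools per compound.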
CatL inh = inhibitors of human cathepsin L; inhibition, %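 (tested at 10 µM)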; purified cathepsin L, fluorogenic substrate, fluorescence; actives 0.17% (n = 58,000); in the data active means inhibition above about 45%;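 further: 0% = enzyme with no compound and 100% = no enzyme blank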
Target sequence (P07711 114-288 limits assumed): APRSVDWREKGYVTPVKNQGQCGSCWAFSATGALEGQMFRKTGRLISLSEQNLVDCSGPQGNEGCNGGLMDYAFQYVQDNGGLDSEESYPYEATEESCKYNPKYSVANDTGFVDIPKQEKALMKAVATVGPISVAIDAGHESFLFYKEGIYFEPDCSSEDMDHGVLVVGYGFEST
Target sequence (P07711 292-333 limits assumed): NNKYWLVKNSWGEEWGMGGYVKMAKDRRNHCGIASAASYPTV
C1s block = blocks human complement C1s protease activity | mean inhibition % of two 10-compound mixtures (active compounds read high), % at 5 µM (by protocol) | purified C1s, fluorogenic AMC substrate, pooled mixtures | actives 0.16% (n = 62,000) | P09871;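 active means inhibition above 20% in each of the two 10-compound mixture wells holding the compound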;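 further: 0% = enzyme wells lacking compound mixture and 100% = no-enzyme blank wells; some compounds called inactive have numbers as strong as hits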
CatB block = blocks human cathepsin B protease activity; inhibition, %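 (tested at 10 µM)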; P07858; purified cathepsin B, fluorogenic substrate, fluorescence; AID 453; actives 0.1% (n = 63,000); in the data active means inhibition above about 21%;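 further: 0% = enzyme with no compound and 100% = no enzyme blank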
CatS inh = inhibitors of human cathepsin S. recombinant cathepsin S, AMC dipeptide fluorescence, pooled mixtures. inhibition, %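 (tested at 5 µM per compound within 10-compound mixtures)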. actives 0.06% (n = 62,000). AID 501; in the data active means inhibition above about 32%, passing the limit was not always enough; inconclusive means no clear call, values can overlap the other calls;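 further: 0% = enzyme without compound and 100% = blank without enzyme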
CatB mix inh = inhibitors of human cathepsin B in compound mixtures; Purified cathepsin B, AMC dipeptide fluorescence; inhibition, %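 (ten-compound pools at 5 µM per compound and 50 µM total)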; actives 0.06% (n = 62,000); P07858; in the data active means inhibition above about 22%, passing the limit was not always enough; inconclusive means no clear call, values can overlap the other calls;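 further: 0% = enzyme without compound and 100% = no enzyme blank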
Cathepsin G inh = cathepsin G (human) inhibition; inhibition, % at 5 µM (by protocol); purified enzyme, AMC-tetrapeptide fluorescence, pooled mixtures; actives 0.2% (n = 62,000);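 active means inhibition above 20% in each of the two mixture wells holding the compound; inactive means inhibition of 20% or less in either well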;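 further: 0% = enzyme control without mixture and 100% = blank lacking enzyme; strong numbers were not always called active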
Target sequence (P08311 21-244 limits assumed): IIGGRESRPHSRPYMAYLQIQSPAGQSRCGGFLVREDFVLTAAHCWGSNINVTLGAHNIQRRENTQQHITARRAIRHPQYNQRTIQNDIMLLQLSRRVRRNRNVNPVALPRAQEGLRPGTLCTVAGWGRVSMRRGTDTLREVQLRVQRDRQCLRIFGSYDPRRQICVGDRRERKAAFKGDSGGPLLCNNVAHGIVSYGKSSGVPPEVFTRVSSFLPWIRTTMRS
FXIa mix inh = inhibitors of human coagulation factor XIa, pooled mixtures; P03951; purified FXIa, fluorogenic substrate; inhibition, % at 5 µM; actives 0.19% (n = 62,000);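 further: each value is inhibition by a whole ten-compound pool holding the compound; 0% = enzyme with no mixture and 100% = wells lacking enzyme; strong numbers were not always called active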
Starred values were filed as active, the others as inactive; u = inconclusive; x = no result given. Unless noted, no stated cut-off is given here; in the data, active means inhibition above about 20% (passing the limit was not always enough); inactive means the rest. Not all compounds are listed, so the mix of outcomes need not match the whole.

cpd	Molecule	FXIIa inh mix	AP ELISA ortho	CatL inh	C1s block	CatB block
1	CCC1CCCCN1C(=O)Cn1c(C(=O)OC)cc2ccsc21 (centres undefined)	2	15	-7	-8	-3
2	O=C(CN1C(=O)C2C3C=CC(C3)C2C1=O)NCCc1ccccc1Cl (centres undefined)	6	5	12	0	6
3	CCCn1c(NCc2ccc3c(c2)OCO3)nc2ccccc21	4	11	2	-10	-3
4	COc1ccc(-n2c(C)nnc2SCC(=O)N2C(C)CCCC2C)cc1 (centres undefined)	9	19	0	10	2
5	Cc1noc(C)c1C(=O)Nc1ccc(Cl)cc1C(F)(F)F	-18	11	0	1	-1
6	CCN(CC)c1ccc(C2CC(=O)NC3=C2C(=O)CC(C)(C)C3)cc1 (centres undefined)	13	8	37	1	1
7	O=C1CC(c2cccc(Oc3ccccc3)c2)NC(=O)N1 (centres undefined)	6	2	6	1	2
8	CCOC(=O)C1CCN(C(=O)Nc2ccc3nc(-c4ccco4)c(-c4ccco4)nc3c2)CC1	6	11	10	1	0
9	Cn1c2c(c(=O)n(C)c1=O)C(NS(=O)(=O)c1ccccc1)(C(F)(F)F)C(=O)N2 (centres undefined)	-15	8	-3	-24	-2
10	COc1cc(C2C3C(C)N(C)C(=O)N(C)C3N(C)C(=O)N2C)ccc1O (centres undefined)	3	5	-10	-11	-4

cpd	CatS inh	CatB mix inh	Cathepsin G inh	FXIa mix inh
1	-7	-2	-3	1
2	10	0	11	-4
3	10	-11	11	-2
4	1	5	11	-1
5	-1	6	3	6
6	10	-2	4	8
7	21	5	9	-4
8	u	6	0	-1
9	-3	4	-2	7
10	-8	-7	-4	0

Gathered by group, those above containing a carbonyl joined to an NH by a bond outside any ring
cpd	Molecule	FXIIa inh mix	AP ELISA ortho	CatL inh	C1s block	CatB block
2	O=C(CN1C(=O)C2C3C=CC(C3)C2C1=O)NCCc1ccccc1Cl (centres undefined)	6	5	12	0	6
5	Cc1noc(C)c1C(=O)Nc1ccc(Cl)cc1C(F)(F)F	-18	11	0	1	-1
8	CCOC(=O)C1CCN(C(=O)Nc2ccc3nc(-c4ccco4)c(-c4ccco4)nc3c2)CC1	6	11	10	1	0

cpd	CatS inh	CatB mix inh	Cathepsin G inh	FXIa mix inh
2	10	0	11	-4
5	-1	6	3	6
8	u	6	0	-1

More results:
cpd	Molecule	FXIIa inh mix	AP ELISA ortho	CatL inh	C1s block	CatB block
11	COc1ccc(CN2C(=O)CCC2(C)C(=O)NC2CCCCC2)c(OC)c1 (centres undefined)	7	12	-6	-32	-7
12	CCCC12CN3CC(C)(CN(C1)C3c1ccc(OC(C)C)cc1)C2=O (centres undefined)	3	-2	31	-5	4
13	CCc1noc(C)c1C(=O)N1CC(C)OC(C)C1 (centres undefined)	15	13	-5	-6	-6
14	Cc1[nH]c2ccccc2c1NC(=O)CN1CCN(Cc2ccc3c(c2)OCO3)CC1	-12	6	-3	-1	2
15	COc1cc(NC2c3ncccc3C(=O)N2Cc2ccco2)cc(OC)c1 (centres undefined)	6	8	1	-5	1
16	COC(=O)CSc1nnc2c(C)cc3cc4c(cc3n12)OCCO4	9	-5	7	-14	2
17	Cc1cc(NC(=O)C2CC(c3ccc(F)cc3)=NO2)n(-c2ccccc2)n1 (centres undefined)	-5	8	3	-30	-5
18	COC(=O)c1ccc(NC(=O)Nc2ccc(F)cc2)cc1	4	5	14	-15	3
19	Fc1ccc2[nH]c3c(N4CCN(c5ccccc5)CC4)ncnc3c2c1	-19	17	-1	-2	0
20	CCN(CC)S(=O)(=O)c1cccc(C(=O)Nc2ccc(Cl)cn2)c1	-15	6	13	-6	5

cpd	CatS inh	CatB mix inh	Cathepsin G inh	FXIa mix inh
11	-8	4	-2	7
12	16	3	1	-1
13	-1	6	-1	1
14	-8	0	-6	7
15	2	-3	5	8
16	-4	3	10	-1
17	3	2	-2	2
18	4	-1	5	-7
19	12	-1	-3	13
20	16	1	1	8

Quoted from above: compounds 11 to 12
cpd	Molecule	FXIIa inh mix	AP ELISA ortho	CatL inh	C1s block	CatB block
11	COc1ccc(CN2C(=O)CCC2(C)C(=O)NC2CCCCC2)c(OC)c1 (centres undefined)	7	12	-6	-32	-7
12	CCCC12CN3CC(C)(CN(C1)C3c1ccc(OC(C)C)cc1)C2=O (centres undefined)	3	-2	31	-5	4

cpd	CatS inh	CatB mix inh	Cathepsin G inh	FXIa mix inh
11	-8	4	-2	7
12	16	3	1	-1

Going on with the list.
cpd	Molecule	FXIIa inh mix	AP ELISA ortho	CatL inh	C1s block	CatB block
21	CCOC(=O)C1CCN(C(=O)COc2ccc(Br)cc2)CC1	13	-1	0	-26	4
22	N=c1c(C(=O)NCc2ccc(F)cc2)cc2c(=O)n3ccccc3nc2n1Cc1ccco1	-4	-15	8	-31	0
23	O=c1cccc(-c2ccc(Br)cc2)o1	8	4	12	17	1
24	O=C(CCn1c(=S)[nH]c2cc3c(cc2c1=O)OCO3)N1CCN(c2ccccn2)CC1	12	14	4	6	0
25	CCOC(=O)c1ccc(S(=O)(=O)N2CCC(C(=O)OCC)CC2)cc1	10	8	17	-33	3
26	Cc1ccc(NC(=O)C2CC(=O)NC(N3CCCCC3)=N2)cc1Cl (centres undefined)	3	4	16	6	4
27	c1ccc2c(c1)nc(N1CCN(C3CCCCC3)CC1)c1nnnn12	-1	19	10	11	6
28	Clc1ccc(OCc2nn3c(-c4ccco4)nnc3s2)c(Cl)c1	-11	10	-1	-47	1
29	CCOC(=O)c1c(C)n(C)c2ccc(OCC(N)=O)cc12	18	6	15	4	0
30	COc1cc(C(=O)N2CCN(c3cc(Cl)ccc3Cl)CC2)cc(OC)c1OC	0	4	6	-86	2

cpd	CatS inh	CatB mix inh	Cathepsin G inh	FXIa mix inh
21	4	-4	4	-4
22	4	-1	-15	-8
23	0	-3	9	5
24	1	3	9	0
25	4	-3	2	5
26	12	2	13	4
27	5	0	10	8
28	-11	-6	-1	-8
29	-3	-1	3	13
30	-13	-4	-5	-15

Next results:
cpd	Molecule	FXIIa inh mix	AP ELISA ortho	CatL inh	C1s block	CatB block
31	NC(=O)c1ccsc1NC(=O)CSc1nc2ccccc2c(=O)n1CCCO	7	13	21	29	3
32	Cc1ccc2c(c1)N(CC(=O)N1CCc3ccccc3C1)C(=O)CO2	-12	-1	17	4	4
33	CCOC(=O)N1CCC(NC(=O)C(C)n2c3ccccc3c3cnn(C)c(=O)c32)CC1 (centres undefined)	-3	10	12	-118	-4
34	CC1CCC/C(=C\Nc2ccc3c(c2)OCO3)C1=O (centres undefined)	-1	17	2	-5	-1
35	COc1ccc(CN2C(=O)CCC2(C)C(=O)NCc2cccnc2)c(OC)c1 (centres undefined)	6	15	-8	-27	-7
36	Clc1ccc(CSc2nncn2-c2ccccn2)cc1	-5	27	6	10	2
37	Cn1c(=O)c2cc(S(=O)(=O)NC(C(=O)N3CCCCCC3)c3ccccc3)ccc2n(C)c1=O (centres undefined)	7	19	x	-2	1
38	CCOC(=O)C(C)n1cnc2c(oc3ccccc32)c1=O (centres undefined)	1	0	-4	8	0
39	O=C1CCN(S(=O)(=O)c2ccccc2)C2CCCCC12 (centres undefined)	0	-3	4	-15	-1
40	COc1ccc(-c2cn3c(C)c(C(=O)Nc4cccc(C)n4)sc3n2)cc1	10	8	10	7	3

cpd	CatS inh	CatB mix inh	Cathepsin G inh	FXIa mix inh
31	9	3	7	-6
32	4	2	-3	1
33	-21	-1	-18	-52
34	2	8	1	5
35	-9	5	-3	6
36	-1	6	10	4
37	9	3	10	5
38	-4	3	44	2
39	-1	-3	-12	3
40	17	5	7	6

Remaining list, next part:
cpd	Molecule	FXIIa inh mix	AP ELISA ortho	CatL inh	C1s block	CatB block
41	OCC(CO)(CO)N=Cc1c(O)ccc2ccccc12	-17	11	7	-86	-1
42	COc1ccc(N2CCN(CCNC(=O)C3CCN(S(=O)(=O)c4cccs4)CC3)CC2)cc1	2	4	14	11	3
43	CC(O)C(O)C(O)C(O)C1NCCS1 (centres undefined)	4	-3	15	-150	3
44	COC(=O)C(C(=O)OC)=C(/C=C/N(C)C)N(C)C	4	-4	x	18	x
45	O=C(Oc1cccc(N2C(=O)CCC2=O)c1)C1CC(=O)N(c2ccc(Br)cc2)C1 (centres undefined)	-3	12	4	-94	-4
46	CCOC(=O)c1nnn(-c2nonc2NC(C)=O)c1C	17	0	-1	3	4
47	CN(Cc1ccccc1)C(=O)c1ccccc1NC(=O)c1ccco1	-19	-6	11	-4	4
48	CN1C(=O)c2ccc(S(=O)(=O)c3ccc(C(=O)O)cc3)cc2C1=O	17	-10	14	-15	1
49	Fc1ccc2nc(Nc3nc4c(s3)CCCC4)sc2c1	2	18	-9	-4	-1
50	CSc1nc2ccc3nc(NC(=O)c4cccs4)sc3c2s1	3	5	-22	-22	-3

cpd	CatS inh	CatB mix inh	Cathepsin G inh	FXIa mix inh
41	6	2	-8	-7
42	11	1	9	6
43	-16	-12	-14	-28
44	3	0	11	3
45	-11	0	-18	0
46	-3	0	3	1
47	5	4	8	1
48	18	1	-8	4
49	-3	3	0	-2
50	-4	-2	-5	-4

Next section
cpd	Molecule	FXIIa inh mix	AP ELISA ortho	CatL inh	C1s block	CatB block
51	O=C(O)CSc1nnc(Cn2cnc3ccccc32)n1CCc1ccccc1	9	-2	-2	14	1
52	COC(=O)C1CCCN1C(=O)C1CCCN1C(=O)CNC(=O)OCc1ccccc1 (centres undefined)	6	25	-1	-34	2
53	c1cn(CCCNc2ncnc3nc[nH]c23)cn1	-13	7	8	-14	8
54	CN1CCN(C(=S)c2ccc(N(C)C)cc2)CC1	1	15	2	5	4
55	CCc1cc2cc(C)cc(C)c2nc1SCC(=O)N1CCN(C(=O)c2ccco2)CC1	14	-5	-5	0	-1
56	Nc1nc2ccccc2n1/N=C/c1ccc(-c2ccccc2)o1	7	13	-2	-23	2
57	O=c1[nH]c(CN2CCc3ccccc32)nc2scc(-c3cccs3)c12	-27	3	-10	-13	1
58	COc1ccc(-n2c(Cc3cccn3C)nnc2SCC(=O)Nc2cc(C)cc(C)c2)cc1	-4	16	x	-10	-6
59	O=C(CN1C(=O)CCC1=O)Nc1nc(-c2nc3ccccc3s2)cs1	-3	14	16	3	1
60	COc1cc(N2CCOCC2)ncn1	6	13	-6	25	-3

cpd	CatS inh	CatB mix inh	Cathepsin G inh	FXIa mix inh
51	-10	2	12	7
52	-5	2	0	2
53	7	5	0	8
54	0	-5	8	-1
55	14	0	-3	-1
56	-2	3	5	11
57	-1	1	-3	-1
58	-4	-1	-3	5
59	8	0	12	6
60	-4	4	33	4

Filtered by structure: those above containing a COOH group
cpd	Molecule	FXIIa inh mix	AP ELISA ortho	CatL inh	C1s block	CatB block
48	CN1C(=O)c2ccc(S(=O)(=O)c3ccc(C(=O)O)cc3)cc2C1=O	17	-10	14	-15	1
51	O=C(O)CSc1nnc(Cn2cnc3ccccc32)n1CCc1ccccc1	9	-2	-2	14	1

cpd	CatS inh	CatB mix inh	Cathepsin G inh	FXIa mix inh
48	18	1	-8	4
51	-10	2	12	7

New compounds follow.
cpd	Molecule	FXIIa inh mix	AP ELISA ortho	CatL inh	C1s block	CatB block
61	O=c1[nH]c(CN2CCC(c3nc4ccccc4s3)CC2)nc2sc3c(c12)CCC3	-16	4	-4	13	-2
62	COc1ccc2cc3cc(C(=O)NCCCN4CCOCC4)oc3nc2c1	-4	16	x	-218	-25
63	CS(=O)(=O)N1CCCC(C(=O)NCCCN2CCc3ccccc3C2)C1 (centres undefined)	6	-7	5	-5	7
64	COc1ccc(OCC(=O)Nc2cccc(-c3nc4ccccc4o3)c2)cc1	12	15	-5	0	-6

cpd	CatS inh	CatB mix inh	Cathepsin G inh	FXIa mix inh
61	13	4	13	4
62	-17	-10	-9	-28
63	18	6	3	-1
64	-2	-5	0	5
